Screening results deposited in PubChem by The Scripps Research Institute Molecular Screening Center.
M1 ag parental = M1 agonist counterscreen hit in parental CHO-K1 cells. activation, % at 3 µM. AID 602248. 360,000 compounds, 0.48% hits. Fluo-8 calcium fluorescence; scaled to maximal ATP response, vehicle zero; in the data active = activation above about 15%;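 also: untransfected CHO-K1 host cells lacking M1 receptor as counterscreen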
TAAR1 agonist = agonists of human TAAR1. Q96RJ0. CHO RD-HGA16 TAAR1, Fluo-8 calcium fluorescence; vehicle wells 0%, saturating PEA agonist 100%. activation, % at 3 µM. 360,000 compounds, 0.99% hits. AID 624467;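 active = activation above the mean activation of all test compounds in the run plus 3 SD, cut at about 38% in these data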
Target sequence (Q96RJ0 whole entry, looked up): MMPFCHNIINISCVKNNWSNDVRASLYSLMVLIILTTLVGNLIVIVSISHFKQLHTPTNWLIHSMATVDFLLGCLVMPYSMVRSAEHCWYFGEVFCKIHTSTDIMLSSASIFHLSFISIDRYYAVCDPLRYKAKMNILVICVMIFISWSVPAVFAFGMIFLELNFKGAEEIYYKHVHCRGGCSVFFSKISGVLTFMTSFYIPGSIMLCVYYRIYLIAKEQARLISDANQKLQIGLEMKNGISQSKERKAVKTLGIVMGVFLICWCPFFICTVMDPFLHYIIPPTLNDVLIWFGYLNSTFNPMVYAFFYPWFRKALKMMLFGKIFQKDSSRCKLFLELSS
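Test system: RD-HGA16 (CHO) cells co-expressing Gα16 and hTAAR1; dosing: one-point dosing at 3 µM (nominal); timing: 17-24 h seeding, 75 min 37 °C dye, 30 min RT; signal: kinetic Fluo-8 calcium fluorescence; read-out basis: % activation relative to PEA EC100 response; controls: DMSO and PEA EC100; replicates: n 1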
CHO parental Ca = counter-screen: ATP calcium response change in parental CHO cells; 330,000 compounds, 0.63% hits; inhibition, % at 5.6 µM; AID 463079; parental CHO-K1, ATP-induced calcium, Fluo-8 fluorescence;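 active = inhibition above that plate's mean sample inhibition plus 3 SD, cut at about 26% in these data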;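 also: 0% = ATP-challenged DMSO wells and 100% = DMSO wells without ATP; some compounds past the cut are filed as inactive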
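Assay system – parental CHO cells · Reagent – ATP stimulus · Detection – intracellular calcium via Fluo-8 no-wash fluorescent dye · Evaluation – percent inhibition of ATP-evoked calcium rise, normalized to controls · Controls – ATP wells versus no-ATP DMSO wells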
CHRM1 PAM = potentiates human M1 receptor response to acetylcholine | 360,000 compounds, 0.088% hits | CHO-K1 hM1, Fluo-8 calcium fluorescence, ACh EC20; 0% = ACh EC20, 100% = maximal ACh | AID 588819 | P11229 | activation, % at 3 µM; in the data active = activation above about 19%, passing the limit was not always enough
Target sequence (P11229 whole entry, looked up): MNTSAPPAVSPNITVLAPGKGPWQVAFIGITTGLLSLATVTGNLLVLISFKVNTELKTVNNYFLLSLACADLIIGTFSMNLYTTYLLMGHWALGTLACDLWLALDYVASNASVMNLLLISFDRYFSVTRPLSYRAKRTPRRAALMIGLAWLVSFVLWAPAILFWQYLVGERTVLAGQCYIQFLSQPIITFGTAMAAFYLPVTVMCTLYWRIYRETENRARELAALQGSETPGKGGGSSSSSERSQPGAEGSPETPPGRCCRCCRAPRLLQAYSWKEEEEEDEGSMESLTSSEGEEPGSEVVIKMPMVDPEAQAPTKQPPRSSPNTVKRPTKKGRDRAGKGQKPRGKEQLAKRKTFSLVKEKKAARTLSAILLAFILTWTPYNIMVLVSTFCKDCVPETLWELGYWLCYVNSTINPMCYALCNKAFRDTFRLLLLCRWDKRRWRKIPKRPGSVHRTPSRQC
M1 antag = human CHRM1 antagonism | P11229 | CHO-K1 hM1, Fluo-8 calcium fluorescence, ACh EC80 antagonist | inhibition, % at 3 µM | 360,000 compounds, 1.3% hits | AID 588852;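 active = percent inhibition above its own plate's cutoff, namely the mean of that plate's compound wells plus 3 SD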;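 also: peak over basal fluorescence ratio during 140 s after agonist addition; 0% = ACh EC80 plus DMSO and 100% = DMSO alone without agonist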
CHO-K1 Ca antag = M1 antagonist counterscreen hit in parental CHO-K1 cells; ATP-induced calcium, Fluo-8 fluorescence; inhibition, % at 3 µM; 360,000 compounds, 0.6% hits; AID 602250;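 active = inhibition above a per-plate cutoff, the plate's mean sample inhibition plus 3 SD, cut at about 24% in these data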;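 also: 0% = DMSO plus EC80 ATP and 100% = DMSO alone without ATP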
M1 PAM parental = M1 PAM counterscreen hit in parental CHO-K1 cells | activation, % at 3 µM | ATP EC20, Fluo-8 calcium fluorescence; 0% at ATP EC20, 100% at ATP max | 360,000 compounds, 0.02% hits;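 active = activation above the run cutoff, the mean activation of all test compounds plus 3 SD, cut at about 40% in these data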;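 also: peak over basal fluorescence ratio in a 140 s read after ATP addition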
TAAR1 antag = human TAAR1 antagonism; Q96RJ0; CHO RD-HGA16 TAAR1, Fluo-8 calcium fluorescence, antagonist; inhibition, % at 3 µM; 360,000 compounds, 1.5% hits; AID 624466;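 active = inhibition above a per-plate cutoff, the mean inhibition of test compounds on that plate plus 3 SD, cut at about 49% in these data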;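 also: 0% = DMSO plus EC80 beta-PEA response and 100% = DMSO alone without agonist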
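System: RD-HGA16 CHO cells with stable hTAAR1 and Gα16 | Probe or stimulus: EC80 β-phenethylamine stimulus | Dosing: 3 µM, single point | Times: Dye loading 75 min at 37 °C, then 30 min room temperature | Measured by: Fluo-8 calcium-sensitive fluorescence | Read-out basis: % inhibition of agonist calcium response | Replicates: n of 1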
CHRM1 agonist = agonists of human M1 muscarinic receptor | activation, % at 3 µM | AID 588814 | 360,000 compounds, 0.33% hits | CHO-K1 hM1, Fluo-8 calcium fluorescence, agonist mode; 0% DMSO, 100% acetylcholine EC100 | P11229;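 active = activation above the run's mean compound activation plus 3 SD, cut at about 16% in these data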;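 also: peak over basal fluorescence ratio within a 140 s kinetic read after compound addition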
The depositor's hits bear a star; . = no result given. Rows are unselected; overall some 4.4% were active at least once.

SMILES | M1 ag parental | TAAR1 agonist | CHO parental Ca | CHRM1 PAM | M1 antag | CHO-K1 Ca antag | M1 PAM parental | TAAR1 antag | CHRM1 agonist
COc1ccc(C(=O)NNC(=O)c2cccc3ccccc23)cc1 | 0.5 | 0.3 | . | 1.6 | -3.5 | -7.8 | -1.8 | -7.3 | -3.1
CC1(c2nnc(Cc3ccccc3)o2)CC(c2ccccc2Br)=NO1 (stereo not given) | 0.0 | 4.3 | -24.0 | 10.2 | -5.8 | -12.8 | 14.0 | 11.6 | -0.6
CN(Cc1nc2ccccc2c(=O)[nH]1)C(=O)c1ccccc1OCc1ccc(Cl)cc1 | 2.7 | 7.0 | -24.6 | 5.0 | -9.2 | 2.2 | 21.7 | 21.1 | -3.2
COc1ccc(CNc2nc3c(c(=O)[nH]c(=O)n3C)n2Cc2ccccc2)cc1 | 3.0 | 1.8 | -10.0 | 14.6 | -20.6 | -11.4 | 17.3 | 3.8 | -1.7
Nc1nc(NCc2ccccc2Cl)n(-c2ccccc2)n1 | 1.3 | 2.9 | -9.0 | 9.3 | -9.4 | -5.6 | 9.6 | -11.2 | -1.1
CCN(CC)CCCC(C)Nc1nccc2cccc(Cl)c12 (stereo not given) | 0.4 | 0.9 | . | -4.0 | -7.3 | -10.5 | 4.5 | -20.0 | -9.2
CC(C)C(NC(=S)NCc1ccccc1)C(=O)O (stereo not given) | 0.1 | 0.5 | -8.0 | 5.4 | -1.9 | -3.6 | 11.1 | -4.7 | -2.4
Cc1[nH]c2ccc(F)cc2c1CCNC(=O)C1CCCCC1C(=O)OCC(F)(F)F (stereo not given) | 0.5 | -1.0 | -12.9 | 0.0 | -3.2 | -4.8 | 12.0 | -1.0 | -2.7
CC1C2CC(CC1(C)C)N(C(=O)Nc1ccc3nccnc3c1)C2 (stereo not given) | 1.3 | 4.2 | -15.7 | 7.1 | -9.9 | -1.5 | 12.8 | 1.0 | -4.1
O=C(COc1ccc(Cl)cc1Br)NNC(=O)C(=O)N1CCCCC1 | 4.3 | -0.5 | -7.2 | 6.0 | -9.5 | -11.0 | 19.1 | 0.6 | -3.3
N#CCCN(NC1=NS(=O)(=O)c2ccccc21)C(=O)c1ccccc1Br | 0.3 | . | -14.3 | 7.5 | -14.8 | -3.9 | 10.6 | . | -3.0
COc1ccc(C(=O)NC(=S)N(C)Cc2ccccc2)cc1Br | 0.2 | -0.6 | -22.2 | 0.9 | -0.1 | 2.4 | 3.6 | -0.3 | -4.8
Cc1noc(C)c1COC(=O)c1cc2c(C)nn(-c3ccc(F)cc3)c2s1 | 0.2 | 2.2 | -16.4 | 0.5 | -18.3 | -5.7 | 15.2 | -5.0 | -1.9
Cc1ccc2nc(SCC(=O)NC3CCCC3)nc(=O)n2c1 | 0.2 | 1.3 | -8.5 | 6.0 | -8.0 | 2.4 | -3.3 | -17.1 | -1.9
O=C1NC(=S)N/C1=C\C=C\c1ccccc1 | -0.3 | 0.8 | 7.7 | 8.1 | -13.3 | 2.5 | -3.4 | -15.1 | 0.3
COc1cc2ccccc2cc1C(=O)Nc1ccccc1Cl | 1.7 | 2.7 | -16.8 | -0.2 | -3.1 | -7.8 | 3.2 | -3.5 | -3.4
CC(C)(C)c1cc2nc(NCc3cccc(Cl)c3)ccn2n1 | 0.1 | 3.0 | . | -4.4 | 2.7 | 10.0 | -11.4 | -4.7 | -3.7
Brc1ccc(-c2ccc(CNCc3ccccn3)o2)cc1 | 2.8 | 7.9 | -17.3 | 1.9 | -7.9 | 1.9 | 2.0 | -7.3 | -5.3
Cc1ccc(C(=O)COC(=O)CNC(=O)c2ccc(N3C(=O)c4ccccc4C3=O)cc2)cc1C | 0.9 | 10.8 | -1.3 | 3.5 | -0.2 | -4.5 | 17.5 | -9.0 | -7.5
Cc1cc(C)c2c(n1)SCC(=O)N2CC(=O)Nc1c(C)cccc1C | -0.6 | 1.2 | -3.7 | -2.8 | 1.9 | 9.3 | -8.0 | 4.2 | -3.7
CS(=O)(=O)c1ccc2nc(NC(=O)CN3CCC(Cc4ccccc4)CC3)sc2c1 | 0.4 | -1.5 | -20.6 | 1.9 | -2.1 | 1.6 | -6.7 | -8.6 | -5.8
O=C(COc1cccc2ccccc12)NNC(=O)CSCCO | -0.5 | 0.7 | 0.9 | 7.5 | -12.3 | -3.9 | 11.2 | 9.9 | -4.8
CCc1cc(-c2[nH]ncc2-c2ccc(OC)cc2)c(O)cc1O | 1.4 | 2.1 | 0.2 | -1.8 | 11.7 | 15.5 | -25.1 | 8.3 | -3.0
COc1cccc(C(=O)Nc2cc3c(cc2Br)OCCCO3)c1 | 0.0 | 1.5 | -10.7 | 3.4 | 2.9 | 2.7 | 17.8 | 4.8 | -4.8
COc1ccccc1N/N=C1\COC(C)(C)CC1=O | 0.4 | 4.9 | -1.4 | 9.8 | -12.4 | -2.1 | 2.7 | -19.6 | -1.6
COc1ccc(C2=NOC(C(=O)NCc3ccco3)C2)cc1OC (stereo not given) | -0.1 | 1.2 | -3.4 | 4.5 | -3.4 | -17.0 | 2.6 | -1.6 | -2.0
COC(=O)C(C(=O)Nc1ccccc1C)C1CCCC1 (stereo not given) | -0.1 | 0.9 | -14.9 | 7.9 | -7.8 | -1.1 | 8.9 | 14.4 | -3.9
N#Cc1ccc(N2Cc3ccccc3/C2=N/C(=O)Nc2ccc(Cl)cc2)cc1 | 0.1 | 6.9 | -10.6 | 10.8 | -11.0 | -5.1 | 11.7 | 20.1 | -6.8
CCCc1cc(C(=O)Nc2ccc(C(=O)c3ccccc3)cc2)n(C)n1 | 5.7 | -1.5 | -7.5 | -9.4 | -1.2 | 10.5 | -9.1 | 71.9* | -1.4
FC(F)(F)c1ccccc1Cc1c(-c2cccc(Br)c2)nc2ccc(Cl)cn12 | 0.1 | 1.4 | . | 8.8 | -28.1 | -5.1 | 7.9 | -23.6 | 0.5
Cc1ccccc1NC1=C(Cl)C(=O)OC1OC(C)C (stereo not given) | 0.1 | 0.7 | -17.5 | 5.7 | -10.2 | -7.5 | 10.6 | -2.5 | -3.2
CCOC(=O)Nc1ccc2c(c1)N(C(=O)OC)c1ccccc1CC2 | 0.1 | 8.1 | -12.4 | 2.9 | -1.7 | -6.6 | 8.9 | -1.1 | -2.2
COc1ccc(NC(=O)Nc2c[nH]c(=O)[nH]c2=O)cc1 | -0.1 | 2.8 | 2.7 | 0.6 | 4.7 | -6.8 | 12.7 | 2.1 | -1.2
CCC(C)(C(=O)NC1CCCC1)N(Cc1cccs1)C(=O)c1ccc2c(c1)OCO2 (stereo not given) | 16.0* | -0.8 | -18.7 | 0.2 | 6.7 | 2.8 | 18.6 | 9.1 | -5.5
Cc1ccc(C(C)(C)NC(=O)C2CCC(=O)N(CC3CCCCC3)C2)cc1 (stereo not given) | 0.8 | 2.0 | -17.8 | 2.1 | 0.2 | 13.9 | 18.1 | -12.8 | 2.3
COc1ccc(OCc2cc(C(=O)NCc3nc(C)cs3)no2)c(Cl)c1 | 1.7 | 9.1 | -8.0 | -0.2 | -7.0 | 7.5 | -1.0 | 0.2 | -2.4
O=C(CSc1nc2ccccc2n1CCc1ccccc1)NC1CC1 | 0.8 | -0.2 | -17.5 | -2.7 | -8.0 | -3.4 | 9.4 | -4.0 | -9.7
Cc1cc(C)c(OCCCON2C(=O)CCC2=O)c(Br)c1 | 0.3 | 1.2 | -11.8 | 9.1 | -4.4 | -10.5 | 12.9 | -5.8 | -5.0
COc1cccc(-c2nn(-c3ccccc3)cc2CN(C)Cc2ccno2)c1 | 2.1 | 2.5 | -17.1 | -9.4 | 9.0 | 2.6 | 3.2 | 25.3 | -9.8
CCC(C)Sc1ccc([C@H]2N[C@@](Cc3ccccc3)(C(=O)OC)[C@H]3C(=O)N(C)C(=O)[C@@H]23)cc1 (stereo not given in full) | 2.0 | 2.7 | -24.9 | 6.0 | 1.2 | -17.0 | 22.2 | 10.1 | 1.2

Given with tabs: part of the list above.
mol	M1 ag parental	TAAR1 agonist	CHO parental Ca	CHRM1 PAM	M1 antag	CHO-K1 Ca antag	M1 PAM parental	TAAR1 antag	CHRM1 agonist
CCc1cc(-c2[nH]ncc2-c2ccc(OC)cc2)c(O)cc1O	1.4	2.1	0.2	-1.8	11.7	15.5	-25.1	8.3	-3.0
COc1cccc(C(=O)Nc2cc3c(cc2Br)OCCCO3)c1	0.0	1.5	-10.7	3.4	2.9	2.7	17.8	4.8	-4.8
COc1ccccc1N/N=C1\COC(C)(C)CC1=O	0.4	4.9	-1.4	9.8	-12.4	-2.1	2.7	-19.6	-1.6

(cont.)
SMILES | M1 ag parental | TAAR1 agonist | CHO parental Ca | CHRM1 PAM | M1 antag | CHO-K1 Ca antag | M1 PAM parental | TAAR1 antag | CHRM1 agonist
c1cncc(-c2nc3ccccc3o2)c1 | 0.2 | 1.5 | -9.8 | 2.1 | -1.1 | 6.4 | -6.7 | -10.9 | -1.8
C=CCSc1nnc(-c2cc3c(-c4ccccc4)nn(C)c3s2)n1C | 0.9 | 12.1 | -29.4 | 2.1 | -18.2 | -9.9 | 10.8 | 0.9 | -9.9
O=C(CSc1ccccn1)Nc1cccc2ccccc12 | 10.7 | -0.8 | -2.2 | 12.8 | -16.6 | -7.6 | 14.2 | -15.6 | -3.8
Cc1nn(-c2ccc(Cl)c(Cl)c2Cl)c(=O)c2ccccc12 | 0.7 | 4.3 | -16.4 | -1.1 | -3.8 | 0.5 | 4.0 | -15.4 | -4.8
COc1ccccc1NS(=O)(=O)c1ccc(C(=O)NCCCN2CCCC2=O)cc1 | 7.6 | 0.5 | -2.1 | 4.8 | -4.4 | 1.6 | 17.1 | 13.2 | -5.2
CCN1CCN(CCNC(=O)c2ccc3c(c2)N(Cc2ccc(F)cc2)C(=O)/C(=C/c2ccccc2)S3)CC1 | 2.0 | 17.9 | 14.0 | -7.5 | 3.7 | -11.8 | 23.5 | 28.8 | -6.3
Cc1ccc(N2C(=O)N3[C@H](c4cccc(C)c4)[C@@H]4C(=O)N(Cc5ccccc5)C(=O)[C@@H]4[C@]3(C)C2=O)cc1 | 0.4 | 14.1 | -21.2 | 2.7 | 1.3 | -10.6 | 9.9 | -19.5 | -1.8
Cn1c(=O)c2c(nc(SCC(=O)O)n2Cc2cc3c(cc2Cl)OCO3)n(C)c1=O | -0.4 | 5.8 | -10.9 | 11.0 | -7.8 | 10.2 | 1.8 | -3.8 | 0.6
CCCC#Cc1ccc2c(c1)COc1c3ccccc3nn1-2 | -0.4 | 4.1 | -19.7 | 0.8 | -3.5 | -24.1 | 13.3 | 9.9 | -6.3
CC(=O)Nc1sc(C)c(C)c1C(=O)OCC(=O)N(CC(C)C)C1CCS(=O)(=O)C1 (stereo not given) | 0.1 | 2.2 | -7.1 | 14.3 | 0.2 | -0.8 | -1.5 | 0.9 | 1.2
CCOc1ccccc1C=C1SC(=S)N(CC)C1=O | 0.2 | 3.9 | . | 11.6 | -20.5 | -15.8 | 11.2 | -6.8 | 6.6
